High-throughput results: PubChem BioAssay, several laboratories
MC4R ag barr: human MC4R agonism via beta-arrestin | P32245 | U2OS MC4R beta-arrestin complementation, luminescence; percent of melanotan II response, DMSO zero | activation, % at 8.9 µM | 360,000 compounds, 0.98% hits;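 active means activation above a per-plate cutoff, the mean activation of sample wells on that plate plus 3 SD, cut at about 8% in these data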
Target sequence (P32245 whole entry, looked up): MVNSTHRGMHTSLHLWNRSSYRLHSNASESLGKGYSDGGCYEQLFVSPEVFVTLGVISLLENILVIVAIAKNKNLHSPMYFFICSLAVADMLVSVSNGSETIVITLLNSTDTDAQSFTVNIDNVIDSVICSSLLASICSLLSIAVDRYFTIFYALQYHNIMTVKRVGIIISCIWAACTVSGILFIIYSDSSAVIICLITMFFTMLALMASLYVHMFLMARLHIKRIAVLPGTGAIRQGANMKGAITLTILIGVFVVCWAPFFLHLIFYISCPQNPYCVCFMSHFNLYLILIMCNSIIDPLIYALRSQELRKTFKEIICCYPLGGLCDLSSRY
MC4R antagonist: human MC4R antagonism in cAMP assay | P32245 | MC4R-expressing cells, MTII-stimulated cAMP, LANCE TR-FRET | inhibition, % at 6.5 µM | 360,000 compounds, 0.48% hits;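 active means inhibition above its plate's cutoff, the mean of tested wells on that plate plus 3 SD, cut at about 29% in these data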;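 further: 0% = Melanotan II alone and 100% = Melanotan II plus saturating MCL0020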
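Material: U2OS-MC4R stable cell line | Reagent: Melanotan II challenge after compound preincubation | Doses: One concentration, 6.5 µM nominal | Incubation: 30-min compound preincubation, 1-h Melanotan II challenge, 1-h detection, room temperature | Signal: TR-FRET cAMP assay | Replicates: One well per compound, no replicates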
TLR9-MyD88 block: inhibitors of human TLR9-MyD88 binding; Q9NR96+Q99836; CHO BLA complementation TLR9-MyD88, CCF4 FRET ratio; inhibition, % at 4.98 µM; 340,000 compounds, 0.21% hits;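 active means inhibition above the mean over all tested compounds plus 3 SD, cut at about 21% in these data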;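 further: 0% = DMSO only wells and 100% = clavulanate BLA inhibitor control wells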
LRH-1 inv ag: inverse agonists of human LRH-1 (NR5A2); 360,000 compounds, 0.13% hits; HEK293T StAR-luciferase reporter, LRH-1 transfected, 24 h; inhibition, % at 3.6 µM; AID 602396; O00482;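 active means inhibition above the mean inhibition of all tested compounds plus 3 SD, cut at about 73% in these data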;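 further: 0% = DMSO wells and 100% = reporter-only cells lacking LRH-1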
Target sequence (O00482 whole entry, looked up): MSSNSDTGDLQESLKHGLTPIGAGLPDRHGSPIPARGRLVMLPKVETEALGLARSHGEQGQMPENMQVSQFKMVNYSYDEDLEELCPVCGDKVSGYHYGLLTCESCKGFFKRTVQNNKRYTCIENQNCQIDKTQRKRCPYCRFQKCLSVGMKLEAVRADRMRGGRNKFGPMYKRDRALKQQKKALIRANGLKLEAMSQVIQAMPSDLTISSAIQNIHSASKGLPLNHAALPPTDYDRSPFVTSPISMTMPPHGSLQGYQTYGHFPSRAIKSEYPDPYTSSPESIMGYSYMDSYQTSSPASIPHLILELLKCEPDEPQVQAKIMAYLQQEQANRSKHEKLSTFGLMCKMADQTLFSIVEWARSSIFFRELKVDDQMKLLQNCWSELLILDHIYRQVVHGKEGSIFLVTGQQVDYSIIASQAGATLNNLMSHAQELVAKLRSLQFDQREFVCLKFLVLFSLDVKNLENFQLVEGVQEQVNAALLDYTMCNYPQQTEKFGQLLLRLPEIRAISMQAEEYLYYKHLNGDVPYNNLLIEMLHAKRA
NOD2 RIPK2 PPI: NOD2-RIPK2 protein interaction inhibition | CHO BLA complementation NOD2-RIPK2, CCF4 ratio | inhibition, % at 4.98 µM | 360,000 compounds, 0.38% hits | AID 624267; in the data active means inhibition above about 21%;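 further: 0% = vehicle only and 100% = reference blocker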
SRC1 inh: human NCOA1 inhibition | 360,000 compounds, 0.12% hits | Q15788 | inhibition, % at 3.6 µM | HEK293 GAL4-SRC1 luciferase reporter, luminescence | AID 588354;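 active means inhibition above the campaign mean plus 3 SD, with each screening campaign given its own cutoff, cut at about 60% in these data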;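 further: 0% = DMSO treated cells and 100% = gossypol at 36 µM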
COUP-TFII inh: NR2F2 (human) inhibition, primary screen; AID 686940; inhibition, % at 8.6 µM; HEK293T NGFI-A luciferase reporter, luminescence; 370,000 compounds, 0.7% hits;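 active means inhibition above a per-plate cutoff, mean inhibition of test wells between control levels plus 3 SD, cut at about 38% in these data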;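 further: cells cotransfected with COUP-TFII expression vector driving the NGFI-A reporter; 0% = median of COUP-TF2 test wells and 100% = reporter-only cells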
SRC3 inh: human NCOA3 inhibition; AID 588352; HEK293 GAL4-SRC3 luciferase reporter, luminescence; inhibition, % at 3.6 µM; 360,000 compounds, 0.17% hits; Q9Y6Q9;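 active means inhibition above a per-campaign cutoff, the mean of all compounds plus 3 SD, cut at about 60% in these data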;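 further: 0% = DMSO-treated cells and 100% = gossypol-treated cells at 36 µM; higher means less SRC3-driven luciferase light from the GAL4 reporter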
SRC2 inh: human SRC2 (NCOA2) inhibition; Q15596; HEK293 GAL4-SRC2 luciferase reporter, luminescence; inhibition, % at 9 µM; 370,000 compounds, 0.17% hits; AID 651957;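 active means inhibition above the mean inhibition of all tested compounds plus 3 SD, set per campaign, cut at about 52% in these data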;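 further: 0% = DMSO treated cells and 100% = cells given Gossypol at 36 µM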
ABHD5-PLIN5 inh: ABHD5-PLIN5 protein interaction inhibition. 360,000 compounds, 0.78% hits. AID 602281. inhibition, % at 4 µM. Split G. princeps luciferase complementation, luminescence, 4 h. Q00G26+Q8WTS1;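 active means inhibition above the mean inhibition across every tested compound plus 3 SD, cut at about 22% in these data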;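 further: 0% = DMSO only wells and the 100% control is not disclosed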
EBV LMP1 NFkB: Epstein-Barr LMP1 NF-kappaB reporter inhibition | LMP1-induced NF-kappaB luciferase reporter cells, luminescence | inhibition, % at 12.5 µM | 350,000 compounds, 0.69% hits; in the data active means inhibition above about 41%;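 further: 0% = neutral control wells and 100% = reference inhibitor control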
Starred values were filed as active, the others as inactive; / = no result given. Not all compounds are listed; rates above refer to the full screens.

SMILES	MC4R ag barr	MC4R antagonist	TLR9-MyD88 block	LRH-1 inv ag	NOD2 RIPK2 PPI	SRC1 inh	COUP-TFII inh	SRC3 inh	SRC2 inh	ABHD5-PLIN5 inh	EBV LMP1 NFkB
O=[N+]([O-])c1cc(CN2CCCCCC2)ccc1O	1.8	-0.5	-10.5	0.5	0.0	18.8	-3.5	1.3	-7.8	3.0	9.4
O=C(Nc1ccc(S(=O)(=O)N2CCCC2)cc1)C1CC(=O)N(CCc2ccccc2)C1 (configuration not stated)	-1.1	8.8	-0.4	37.1	9.2	5.5	-8.2	-1.3	-18.6	-3.5	-5.0
Cc1ccc(C)c(NC(=O)COC(=O)Cn2c(C)csc2=O)c1	-0.1	7.6	-5.7	-7.0	2.0	5.3	6.6	5.2	13.9	4.4	-7.7
O=C1C=C(c2cccc(CO)c2)C[C@@H](c2ccc3c(c2)OCO3)C1	-2.3	-1.4	3.9	17.5	-2.8	-0.8	-3.9	-9.8	-7.5	5.8	0.9
O=C(CSc1ccc(C(F)(F)F)cc1[N+](=O)[O-])N1CCOCC1	-0.9	3.6	-9.6	-11.6	-2.3	-3.0	6.5	0.9	8.9	-4.0	7.0
COc1ccc(/C=N/NC(=O)c2nonc2C)cc1	-0.6	9.3	2.5	-64.9	1.1	-79.8	-22.9	-59.3	-3.4	3.9	-0.6
COc1cc2c(cc1OC)CN(C(=O)CCOc1ccccc1C)CC2	-2.4	12.0	7.2	3.6	8.5	3.5	1.9	-10.6	9.4	-11.9	-9.5
O=C(c1cnn(Cc2ccccc2)c1)N1CCN(S(=O)(=O)/C=C/c2ccccc2)CC1	-1.5	15.3	-0.9	0.9	1.3	4.4	-4.4	-11.7	1.8	-5.6	-2.2
CC(=O)c1ccc(C(=O)N2CCCC(CNC(=O)c3ccccc3Cl)C2)cc1 (configuration not stated)	-3.2	8.6	-12.1	3.3	-10.8	-16.7	-6.2	-17.2	-73.0	-6.0	2.1
COc1ccc(C(=O)NCCCSc2ccccc2)cc1F	2.0	3.1	-4.5	-12.0	11.1	-20.7	10.4	-15.2	2.1	-12.4	-4.4
CCN(C(=O)CCS(=O)(=O)c1ccc2c(c1)oc(=O)n2C)c1ccc(OC)cc1	-2.2	-3.7	-7.7	-1.5	-2.5	2.6	-32.7	17.3	-23.4	2.3	-11.6
CC(C)CC(=O)Nc1nnc(S(=O)(=O)N(C)c2ccc(Cl)cc2)s1	4.1	-3.7	0.0	5.5	-21.5	1.5	-1.1	7.4	-26.3	-4.3	2.0
C=CCCCCCCCCC(=O)NNC1=CC(=O)CC(C)(C)C1	-0.6	-2.8	-7.5	-6.5	0.8	8.3	3.5	-4.0	8.2	0.4	2.3
COc1ccc(/C=N/NC(=O)c2ccc(COCC(F)(F)C(F)F)cc2)cc1	-1.7	-4.1	2.6	-29.3	-4.8	-2.5	-3.2	9.6	-0.7	-5.3	-2.0
CCCCNC(=S)NC(=O)c1ccc([N+](=O)[O-])cc1	3.8	-3.0	-1.2	3.5	-4.6	-27.0	3.2	-21.3	1.2	-12.4	23.9
O=C(NCC1CCCO1)c1cc2c(s1)CCC2 (configuration not stated)	-2.8	3.2	2.0	-56.0	0.9	-139.5	-40.0	-21.8	-60.9	1.4	-11.2
NC(=O)Cn1c(=O)n(Cc2ccccc2)c(=O)c2cccnc21	-0.3	4.0	1.3	-7.4	-10.9	-14.2	-4.4	1.8	1.0	6.8	-2.6
CCC(Cc1ccccc1)NC(=O)C1=C(C)C(=O)OC12CCC(C)CC2 (configuration not stated)	-0.3	1.6	-6.5	7.5	-17.5	-21.7	-8.3	13.1	-26.3	-4.6	1.7
O=C(c1coc(=O)c(Br)c1)N1CCCc2ccccc21	-0.4	5.4	-10.4	2.6	-5.5	-6.0	1.3	-18.0	-8.9	1.2	0.7
N#CCCN(C(=O)COC(=O)CCC(=O)c1cccs1)c1ccccc1	-2.9	10.6	6.7	10.5	3.9	0.2	-19.3	17.6	10.6	7.5	-2.8
CCOCc1nnc(NC(=O)c2ccc(NC(C)=O)cc2)s1	-5.5	3.0	1.3	-2.2	3.2	5.6	-5.3	14.0	17.1	-0.5	1.3
COc1cccc(-c2ccc3ncnc(NCc4cccs4)c3c2)c1	-0.1	3.0	-4.1	0.5	-8.4	-2.0	-0.1	23.8	11.2	10.8	3.8
COC(=O)c1c(NC(C)=O)sc(C)c1C	-1.9	13.6	-5.0	-1.3	-3.8	-14.0	3.4	-2.4	-4.4	2.8	-0.2
COc1ccc(S(=O)(=O)N2CCCCCC2)cc1C(=O)N1CCCC(C(F)(F)F)C1 (configuration not stated)	-2.3	4.9	2.4	-8.4	-8.3	0.9	8.7	2.2	11.7	-16.0	3.5
C[C@@H](NC(=O)[C@@H]1Cc2ccccc2CN1C(=O)OC(C)(C)C)C(=O)NC1CCCCC1	-0.9	6.1	4.6	-9.4	-8.3	12.3	14.7	6.8	9.4	-0.1	-8.8
O=C(CSc1nc2ccccc2c(=O)n1-c1ccccc1)Nc1ccc2c(c1)CCC2	1.0	25.4	/	26.2	-10.5	3.5	-15.4	6.8	17.3	-8.2	/
Cc1cc(Cl)ccc1OCC(=O)NCC(c1cccs1)N1CCOCC1 (configuration not stated)	-2.5	9.1	-4.9	2.9	7.1	-7.3	7.7	29.3	-12.4	-9.6	3.9
Cc1c(C(=O)NC(C(C)C)C(C)C)cccc1[N+](=O)[O-]	0.0	1.3	3.0	-1.5	-7.5	11.7	-1.4	8.2	-16.5	1.7	-0.2
CC(=O)Nc1cc(C(C)(C)C)c(O)c(C(C)(C)C)c1	-1.9	9.0	-1.4	-17.8	-3.9	-3.4	-23.3	15.0	-33.9	5.0	0.3
Cc1ccc(NC(=O)c2ncn(CCCNCc3ccccc3)n2)cc1C	0.9	11.2	13.2	-3.1	0.1	-6.9	-0.1	5.3	9.4	-4.2	-3.6
COc1ccc([C@H]2CC(=O)C[C@@H](CCn3cc(-c4ccncc4)nn3)O2)cc1	/	/	/	4.7	6.0	/	1.4	/	-3.9	-1.4	/
CC(Sc1ncn[nH]1)C(=O)c1c(N)n(C)c(=O)n(C)c1=O (configuration not stated)	0.5	-3.8	-9.4	-2.5	-9.7	15.7	-7.1	9.1	-22.9	4.4	-1.9
CN(C)c1ccc(C(C(=O)NC2CCCCC2)N(Cc2ccco2)C(=O)c2snc(C(N)=O)c2N)cc1 (configuration not stated)	0.4	12.2	6.9	-19.7	3.4	17.9	-32.7	15.6	11.4	-0.2	9.5
CN1CCCC(OC(=O)c2cccc(Br)c2)C1 (configuration not stated)	-0.7	-0.2	-1.6	-3.8	10.7	3.0	3.7	0.8	-22.0	2.1	-13.4
CC(O)c1n(C)c(Cl)c[n+]1C (configuration not stated)	-0.8	-0.4	2.1	11.3	-10.1	-11.9	5.3	6.1	5.6	-0.1	-1.1
CCCCn1c(N)c(Br)c(=O)[nH]c1=O	-2.6	-2.6	-1.8	4.7	-6.6	1.2	-1.4	0.3	-6.0	-0.1	-3.2
CCOC(=O)c1oc2ccccc2c1CN1CCN(c2ccccc2)CC1	-2.0	2.1	-0.9	2.4	1.4	17.2	-8.5	1.8	-17.5	-5.5	2.1
COc1ccc2ccc(C(C)(C(C)=O)C(=O)OC(C)C)cc2c1 (configuration not stated)	1.9	0.7	-1.8	1.8	7.5	-5.5	5.8	15.3	-15.8	-7.2	1.1
O=C(c1cnc(N2CCN(c3ncccn3)CC2)c2ccccc12)N1CCN(c2ccccn2)CC1	0.2	1.1	15.5	7.1	-2.3	19.5	19.1	31.3	1.9	7.7	-2.6
Cc1cccc(NCc2nc(SCC(N)=O)n[nH]2)c1	-1.1	-2.5	-0.8	9.0	-9.2	-11.1	-12.7	-4.5	-4.5	1.6	-12.3
CC(NC(=O)Nc1ccc([N+](=O)[O-])cc1)C(c1ccccc1)N1CCOCC1 (configuration not stated)	0.0	6.3	/	1.5	-6.7	2.9	-17.1	10.0	3.2	2.9	0.8
O=C(COc1ccc(Cl)cc1)NCc1nnc(SCC(=O)Nc2ccccc2)o1	-0.3	1.9	-0.2	-8.6	-8.2	-8.8	4.1	-0.8	-20.9	-2.7	-1.8
CCCNC(=O)NS(=O)(=O)c1cnccc1Sc1ccc(Cl)cc1	0.0	5.7	-21.1	22.9	-6.4	-7.4	14.3	4.9	22.2	0.1	-0.5
O=C(NNC(=S)NC(=O)c1ccccc1Cl)c1cccc([N+](=O)[O-])c1	0.1	-0.1	-2.6	18.0	6.9	-7.8	27.4	-30.3	-17.1	-3.2	-1.7
COc1ccc(OC)c(-c2cc(C(=O)Nc3ccccc3C(N)=O)c3ccccc3n2)c1	2.7	3.7	/	11.0	5.8	18.7	-8.2	-29.1	24.9	7.0	/
COC(=O)C1CCN(C(=O)COC(=O)c2cc(-c3cccs3)nn2-c2ccccc2)CC1	-2.5	9.6	-3.6	9.6	5.5	-4.3	16.2	-3.5	-8.8	-4.5	2.7
O=C1C2C3C=CC(C2C(=O)N1c1cccc(O)c1)C1C2C(=O)N(c4cccc(O)c4)C(=O)C2C31 (configuration not stated)	-1.4	-3.0	-8.2	4.1	-4.1	-1.3	-1.5	1.5	18.5	1.9	4.4
O=c1c2ccccc2c(-c2ccc(O)cc2)nn1-c1cccc(C(F)(F)F)c1	-1.3	-12.8	10.6	-8.3	-3.8	5.2	0.6	10.3	7.2	-15.5	-9.5
COCc1ccc(CN2CCCC(C(=O)Nc3ccc(-c4cccc(OC)c4)cc3)C2)o1 (configuration not stated)	2.5	12.9	-7.5	-10.1	-0.5	-15.8	4.3	0.6	-24.7	11.9	4.1
CCOC(=O)Cc1cc(=O)n2[nH]c(C)cc2n1	-0.6	1.5	-0.6	-23.9	-16.1	12.3	-3.8	-9.0	2.9	-0.5	5.5
COc1ccc(CCC(=O)Nc2cc(S(=O)(=O)N3CCOCC3)ccc2OC(C)C)cc1	-3.5	-1.3	4.3	14.5	-8.3	-8.9	2.8	-2.1	5.2	0.6	-2.5
CC(NC(=O)C1CCCN(C(=O)c2ccc(Cl)cc2)C1)c1cccc(C(F)(F)F)c1 (configuration not stated)	-0.3	-8.6	8.5	19.8	-1.0	14.7	-0.7	13.1	22.4	1.5	0.0

Full records from above.
NC(=O)Cn1c(=O)n(Cc2ccccc2)c(=O)c2cccnc21 is listed as MC4R ag barr = -0.3; MC4R antagonist = 4.0; TLR9-MyD88 block = 1.3; LRH-1 inv ag = -7.4; NOD2 RIPK2 PPI = -10.9; SRC1 inh = -14.2; COUP-TFII inh = -4.4; SRC3 inh = 1.8; SRC2 inh = 1.0; ABHD5-PLIN5 inh = 6.8; EBV LMP1 NFkB = -2.6
O=C(CSc1nc2ccccc2c(=O)n1-c1ccccc1)Nc1ccc2c(c1)CCC2 is listed as MC4R ag barr = 1.0; MC4R antagonist = 25.4; TLR9-MyD88 block = /; LRH-1 inv ag = 26.2; NOD2 RIPK2 PPI = -10.5; SRC1 inh = 3.5; COUP-TFII inh = -15.4; SRC3 inh = 6.8; SRC2 inh = 17.3; ABHD5-PLIN5 inh = -8.2; EBV LMP1 NFkB = /
